# Source: PubChem
# Tb PYK inh: blocks Trypanosoma brucei pyruvate kinase | Q57TT1 | TbPYK enzyme, Kinase-Glo Plus ATP luminescence, 45 min | Potency, µM (top dose mostly 76.8 µM), without a hit: at the highest dose activity, negative = inhibition, usual class: inhibitors | hit rate 0.12% among 410,000 | AID 624173; also: potency is read from the fitted curve at half-maximal effect; % is scaled to controls: 0 for no effect and ±100 for the full control effect; nearly all actives have a fitted effect of over 50% in size
#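 ADP (130 uM final) triggers the TbPYK reaction after compound addition; incubation is 45 min at room temperature. Kinase-Glo Plus is then added and luminescence imaged. Normalized data are fitted to concentration-effect curves.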
# CHX counter: affects cycloheximide protein synthesis inhibition readout, counter-screen; cell reporter, cycloheximide protein synthesis inhibition counterscreen; max response, %; hit rate 12% among 300,000; AID 2314; in the data active = max response mostly above about 13%, no sharp cut-off; inactive = mostly below about 14%; also: read at 38.3 µM for the half of the compounds with a filed dose; 0% is about no effect
# AmpC no deterg: blocks E. coli AmpC beta-lactamase in detergent-free assay. hit rate 0.52% among 330,000. P00811. Potency, µM (top dose mostly 57.1 µM), for inactives: at the top dose activity change, negative = inhibition, usual class: inhibitors. AmpC nitrocefin hydrolysis, absorbance 480 nm, 0.0001% Triton. AID 485341;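 also: potency is read from the fitted curve at half-maximal effect; plate controls were no compound for no effect and no enzyme for full effect; nearly all actives have a fitted effect of over 20% in size; some results filed as inactive show a strong effect at the top dose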
# Target sequence (P00811 whole entry, looked up): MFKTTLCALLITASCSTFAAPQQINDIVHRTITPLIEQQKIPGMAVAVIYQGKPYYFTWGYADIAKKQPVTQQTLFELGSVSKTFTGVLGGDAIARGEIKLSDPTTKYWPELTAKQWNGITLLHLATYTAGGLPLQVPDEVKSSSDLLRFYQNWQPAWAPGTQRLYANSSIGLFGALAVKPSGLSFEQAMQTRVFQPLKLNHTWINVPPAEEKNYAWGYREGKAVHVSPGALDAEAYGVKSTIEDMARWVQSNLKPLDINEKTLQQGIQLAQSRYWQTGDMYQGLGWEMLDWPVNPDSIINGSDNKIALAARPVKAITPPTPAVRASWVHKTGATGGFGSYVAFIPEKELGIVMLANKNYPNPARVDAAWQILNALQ
#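 20 mM phosphate pH 7.0 + 0.01% (detergent screen) or 0.0001% Triton X-100; 5.3 nM AmpC reagent; cpd preinc 15 min RT; nitrocefin (800 uM stock) to start; A480 q20 s × 4 min; Activity was normalised to no-enzyme and no-compound control wells.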
# Pf growth 48h: inhibits P. falciparum growth in the first generation, 48 h | P. falciparum luciferase growth in erythrocytes, 48 h | Potency, µM (titrated, usually from 28.7 µM), inactives show at the highest dose activity change, negative = inhibition, usual class: inhibitors | hit rate 5.9% among 310,000; also: potency is read from the fitted curve at half-maximal effect; % is scaled to controls: 0 for no effect and ±100 for the full control effect
#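 Compounds are pin-transferred into medium, infected erythrocytes (2% hematocrit, 0.1% parasitemia final) are added, and plates sit one parasite generation at 37 C in 5% CO2. Detection reagent is then added and luminescence measured.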
# Pf growth 96h: P. falciparum growth inhibition at 96 hour, primary screen for plastid delayed-death inhibitors; AID 504834; P. falciparum luciferase reporter growth, 96 h; Potency, µM (doses to about 28.7 µM), for the others: at the highest dose activity change, negative = inhibition, most hits filed as inhibitors; hit rate 6.9% among 320,000; also: potency is read from the fitted curve at half-maximal effect; % is scaled to controls: 0 for no effect and ±100 for the full control effect
#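 P. falciparum expressing integrated firefly luciferase, in erythrocytes at 2% hematocrit, 0.05% parasitemia, incubated with compounds 96 h at 37 C, 5% CO2. Growth inhibition read as loss of luminescence; two-generation exposure targets delayed-death apicoplast inhibitors.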
# Shiga toxin inh: blocks Shiga toxin action in Vero cells | Vero cells, Shiga toxin protein synthesis inhibition reporter | inhibition, % at 38.7 µM | AID 2315 | hit rate 9.2% among 290,000; in the data active = inhibition mostly above about 28%, no sharp cut-off; inactive = mostly below about 43%; also: 0% is about no effect
# LmPK inhibitor: LmPK (Leishmania mexicana) enzyme inhibition; Q27686; AID 1721; hit rate 0.37% among 290,000; purified LmPK, Kinase-Glo ATP luminescence, 1 h; Potency, µM (series often up to 57.5 µM), for inactives: top-dose activity change, negative = inhibition, most hits filed as inhibitors; also: potency is read from the fitted curve at half-maximal effect; % is scaled to controls: 0 for no effect and ±100 for the full control effect
#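 In 50 mM imidazole pH 7.2 with 7 mM MgCl2, LmPK (0.1 nM) turned over PEP (0.5 mM) and ADP (0.1 mM) for 1 h at room temperature. Luciferase read-out of ATP.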
# * marks the source's active call; other numbers are inactive results; ? = inconclusive; . = no result given; & = joins results of further samples; [ ] = remark or other dose. Unless noted, calls follow the shape of the dose curve; as a rule, active = well fitted curve in the direction sought with a large enough effect; inconclusive = small, poorly fitted or top-dose-only effect, or another doubt; inactive = no such curve, though single readings can be large; an effect the other way counts as inactive or inconclusive.
SMILES,Tb PYK inh,CHX counter,AmpC no deterg,Pf growth 48h,Pf growth 96h,Shiga toxin inh,LmPK inhibitor
CCOc1ccccc1N(CC(=O)Nc1cccc2ccccc12)S(C)(=O)=O,-1.1%,1.2,29.7%,-22.9%,2.3%,-5.0,3.4%
COc1ccc(OC)c(C2C(C(=O)c3cccs3)=C(O)C(=O)N2CCN(C)C)c1 (stereo not drawn),-1.7%,-1.1,-8.9%,14.5%,3.4%,-4.0,0.4%
CCn1c(C(=O)O)c(CC(=O)N(C)c2ccc(OC)cc2OC)c2ccccc21,1.5%,-2.3,-6.9%,-4.6%,11.8%,-3.7,3.6%
CCOC(=O)C1=C(C)N(CCCCCC(=O)O)C(=O)NC1c1ccc(Br)cc1 (stereo not drawn),-3.4%,-3.0,-15.0%,-5.7%,51.1%[activator],-8.6,0.2%
Cc1c(C(=O)Nc2nnc(C(F)(F)F)s2)oc2ccccc12,0.5%,0.7,-14.3%,17.5%,31.7%[activator],9.2,4.5%
Cc1ccc(CNC(=O)C2c3ccccc3C(=O)N(C)C2c2c[nH]c3ccccc23)o1 (stereo not drawn),-11.2%,15.6,.,?,16.7%,1.6,-1.2%
COc1ccc(S(=O)(=O)N2CCOCC2)cc1NC(=O)CN1C(=O)NC2(CCCC2)C1=O,-4.9%,.,15.4%,-21.4%,4.6%,.,.
CCCS(=O)(=O)c1c(S(=O)(=O)CCC)c2cc(CC)ccn2c1C(=O)OC,-4.6%,-1.9,117.7%[activator],?,-18.7%,10.1,0.5%
CC(C)COc1cccc(C(=O)Nc2ccc(S(=O)(=O)N3CCOCC3)cc2)c1,0.3%,-2.6,27.0%,?,.,-3.8,3.4%
CC(=O)c1cccc(OCc2cc(C(=O)NC3CCN(Cc4ccccc4)CC3)no2)c1,0.0%,-3.1,62.2%[activator],-29.6%,11.7µM*,-8.0,-9.8%
CCSc1nnc(NC(=O)CSc2nc3c(c(=O)n2C)SC(C)C3)s1 (stereo not drawn),-17.1%,0.4,-25.2%,11.7µM*,0.0%,-8.5,8.1%
Cc1nn(-c2ccccc2)c2c1C1(C(=O)N3c4c(cccc41)C(C)CC3(C)C)C(C#N)=C(N)O2 (stereo not drawn),0.4%,1.2,41.2%,?,.,11.1,1.9%
COc1ccc2nc(/N=C(\N)NC(=O)N3c4ccccc4Sc4ccccc43)nc(C)c2c1,4.1%,-2.2,-56.6%,?,?,10.7,1.5%
Cc1ccccc1Nc1nc(-c2cccnc2)nc2ccccc12,-3.2%,1.2,-22.4%,?,?,13.0,-6.3%
CCOC(=O)c1c(C)[nH]c(C)c1C(=O)COC(=O)c1cccnc1SC,-0.2%,.,-4.8%,2.4%,-18.6%,.,.
CC(=O)Nc1ccc(NS(=O)(=O)c2ccc(C)cc2)cc1[N+](=O)[O-],-4.4%,5.1,-17.7%,1.6%,1.9%,-3.4,0.2%
Cc1csc(NC(=O)C2CCN(C(=O)c3ccccc3C)CC2)n1,-1.5%,6.8,0.8%,3.7%,?,-17.6,2.1%
CC1CC(NC(=O)C2(C)CC2(Cl)Cl)CC(C)(C)C1 (stereo not drawn),12.5%,-4.5,-17.3%,.,48.9%[activator],-13.9,3.5%
COCCn1c(=NC(=O)c2ccco2)sc2cc(C(=O)OC)ccc21,21.1%,-5.7,-17.3%,33.5%[activator],2.1%,-10.7,-2.2%
Cc1ccc(C(=O)N2CCN(C34CC5CC(CC(C5)C3)C4)CC2)o1,-19.8%,-3.2,-1.5%,19.6%,?,-7.2,-1.7%
O=C(CCN1C(=O)C2C3C=CC(C3)C2C1=O)Oc1ccc2ccccc2c1 (stereo not drawn),3.6%,3.1,59.2%,12.7%,?,-5.0,0.3%
CC1Cc2ccccc2N1C(=O)CSc1nncs1 (stereo not drawn),3.0%,.,-12.0%,-27.5%,?,.,.
Cc1cccc2c(=O)cc(C(F)(F)F)[nH]c12,1.3%,-2.8,-20.2%,0.1%,?,2.8,1.4%
Cc1cc(C)c(NC(=O)CSc2nnnn2-c2cccnc2)c(C)c1,-1.7%,-3.2,2.0%,16.2%,-2.7%,-4.8,-0.7%
CC(=O)c1ccc(N2CCN(c3ccc4cc(S(=O)(=O)N5CCC(C)CC5)ccc4n3)CC2)cc1,3.1%&4.3%,16.1,-14.0%,10.8%,0.6%,17.3,5.3%
O=[N+]([O-])c1ccc2oc(C3CCCCC3)nc2c1,-1.9%,28.7*,-20.4%,107.2%[activator],36.0%[activator],76.2*,-8.2%
COc1cccc(NC(=O)[C@H](NC(=O)[C@@H]2Cc3ccccc3CN2)c2ccccc2)c1,0.0%,30.2*,7.5%,?,?,38.2,-0.3%
CN(Cc1ccc(Cl)s1)C(=O)CCl,1.0%,8.0,-24.3%,9.28µM*,1.47µM*,21.0,-2.5%
COC(=O)c1ccc(Oc2nc3c(c(=O)n(C)c(=O)n3C)n2CCC(C)C)cc1,-4.5%,1.1,-6.0%,19.5%,22.8%,22.1,1.5%
Cc1cccn2c(=O)c3cc(C(=O)NCC(C)C)sc3nc12,-2.9%&-1.1%,-0.8,-31.6%,-16.3%,?,-1.5,0.9%
COc1ccc(/C=N/n2c(C)nc3sc(C)c(C)c3c2=O)cc1OC,5.5%,6.5,-7.9%,20.6%,?,-17.6,-5.2%

# 6 structures from above, arranged by count of non-hydrogen atoms, largest number first:
SMILES,Tb PYK inh,CHX counter,AmpC no deterg,Pf growth 48h,Pf growth 96h,Shiga toxin inh,LmPK inhibitor
CC(=O)c1ccc(N2CCN(c3ccc4cc(S(=O)(=O)N5CCC(C)CC5)ccc4n3)CC2)cc1,3.1%&4.3%,16.1,-14.0%,10.8%,0.6%,17.3,5.3%
O=C(CCN1C(=O)C2C3C=CC(C3)C2C1=O)Oc1ccc2ccccc2c1 (stereo not drawn),3.6%,3.1,59.2%,12.7%,?,-5.0,0.3%
COc1ccc(/C=N/n2c(C)nc3sc(C)c(C)c3c2=O)cc1OC,5.5%,6.5,-7.9%,20.6%,?,-17.6,-5.2%
Cc1cccn2c(=O)c3cc(C(=O)NCC(C)C)sc3nc12,-2.9%&-1.1%,-0.8,-31.6%,-16.3%,?,-1.5,0.9%
O=[N+]([O-])c1ccc2oc(C3CCCCC3)nc2c1,-1.9%,28.7*,-20.4%,107.2%[activator],36.0%[activator],76.2*,-8.2%
Cc1cccc2c(=O)cc(C(F)(F)F)[nH]c12,1.3%,-2.8,-20.2%,0.1%,?,2.8,1.4%

# Part of the list above, with two lines to a compound.
# Every second line gives: Tb PYK inh, CHX counter, AmpC no deterg, Pf growth 48h, Pf growth 96h, Shiga toxin inh, LmPK inhibitor
CC1Cc2ccccc2N1C(=O)CSc1nncs1 (stereo not drawn)
 : 3.0%, ., -12.0%, -27.5%, ?, ., .
Cc1cccc2c(=O)cc(C(F)(F)F)[nH]c12
 : 1.3%, -2.8, -20.2%, 0.1%, ?, 2.8, 1.4%
Cc1cc(C)c(NC(=O)CSc2nnnn2-c2cccnc2)c(C)c1
 : -1.7%, -3.2, 2.0%, 16.2%, -2.7%, -4.8, -0.7%
CC(=O)c1ccc(N2CCN(c3ccc4cc(S(=O)(=O)N5CCC(C)CC5)ccc4n3)CC2)cc1
 : 3.1%&4.3%, 16.1, -14.0%, 10.8%, 0.6%, 17.3, 5.3%

# Not a hit list. Share with any hit: about 22%.
